# NOD1 NF-kB reporter: NOD1 signaling inhibitors, primary screen, cell-based, luminescence, uHTS (AID 1578); NOD1-driven NF-kB luciferase reporter cells, luminescence; higher % means a stronger effect; 290,000 tested, 1% active; inhibition, % at 4 µM, or EC50 in µM where a hit was titrated; in the data active = inhibition mostly above about 36%, no sharp cut-off; inactive = mostly below about 34%;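 note: HEK-293T reporter cells stimulated with the NOD1 agonist gamma-tri-DAP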
# KOR beta-arrestin-1: kappa opioid receptor activators – cell-based, luminescence, uHTS, primary screen (AID 1777); 280,000 tested, 0.02% active; activation, % at 10 µM; hits with a dose series show EC50 in µM; KOR beta-arrestin recruitment, luminescence; higher % means a stronger effect; in the data active = activation above about 50%, passing the limit was not always enough; note: a part of the inactive calls stands beside numbers as strong as those of hits
# HEK293 NOD2/NF-kB: inhibition of NOD2-driven NF-kB reporter – cell-based, luminescence, uHTS, HEK293 (AID 1566). inhibition, % at 4 µM, or EC50 in µM where a hit was titrated. HEK293 NOD2/NF-kB luciferase reporter, luminescence; higher % means a stronger effect. 290,000 tested, 0.63% active; note: many of its hits are not listed in these tables
# GPR55 LPI antagonism: GPR55 antagonists blocking LPI-driven arrestin recruitment, primary screen, imaging, U2OS, beta-arrestin-GFP, LPI agonist (AID 2013) | U2OS GPR55 beta-arrestin-GFP translocation imaging, LPI antagonism; higher % means a stronger effect | inhibition, % at 10 µM, or IC50 in µM where a hit was titrated | 290,000 tested, 0.13% active;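 active = spots per cell inhibited over 60%, with over 100 cells counted and total cytoplasm intensity under 500,000; inconclusive = wells with under 100 cells, flagged as likely toxic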;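 note: U2OS cells stably carrying GPR55 and arrestin-GFP stimulated by 5 µM LPI near EC80; imaged beta-arrestin-GFP aggregate spots per cell after agonist stimulation; plate controls were LPI-stimulated DMSO wells for no effect and DMSO wells without LPI for full effect; some results filed as inactive read as strong as hits; confirmed hits need IC50 under 10 µM and bright autofluorescent wells are also inconclusive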
# NTR1 ag: NTR1-driven beta-arrestin-GFP spot formation – imaging, U2OS cells, high content, primary screen (AID 493036) | P30989 | agonist mode | activation, % at 20 µM | 330,000 tested, 0.17% active;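 active = activation at or above 40% of the spot to cytoplasm intensity ratio, with at least 20 cells analyzed; inconclusive = wells under 20 cells, flagged as cytotoxic or low count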;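 note: 0% = DMSO without peptide and 100% = 100 nM NTR1 peptide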
# Target sequence (P30989 whole entry, looked up): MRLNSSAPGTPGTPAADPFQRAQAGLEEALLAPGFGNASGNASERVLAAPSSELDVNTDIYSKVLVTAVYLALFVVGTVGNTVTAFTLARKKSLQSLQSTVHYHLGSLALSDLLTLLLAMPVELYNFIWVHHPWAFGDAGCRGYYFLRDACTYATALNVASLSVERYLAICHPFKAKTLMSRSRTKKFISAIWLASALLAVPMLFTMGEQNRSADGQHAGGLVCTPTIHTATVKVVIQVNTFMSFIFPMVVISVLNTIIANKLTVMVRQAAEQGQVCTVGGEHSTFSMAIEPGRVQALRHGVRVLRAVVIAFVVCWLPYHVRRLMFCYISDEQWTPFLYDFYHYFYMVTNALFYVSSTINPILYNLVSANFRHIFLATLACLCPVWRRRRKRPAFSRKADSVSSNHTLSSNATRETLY
# GPR55 beta-arrestin: selective activators of receptor GPR55 – imaging, U2OS cells, beta-arrestin-GFP redistribution, primary screen (AID 1961); U2OS GPR55 beta-arrestin-GFP redistribution imaging; higher % means a stronger effect; activation, % at 10 µM; hits with a dose series show EC50 in µM; 290,000 tested, 0.048% active;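 active = activation above 40% with more than 50 cells counted in the well; inconclusive = wells holding fewer than 50 cells, flagged as toxic or sparse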;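 note: U2OS osteosarcoma cells stably expressing GPR55 and beta-arrestin-GFP; plate controls were DMSO negative control for no effect and LPI positive control for full effect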
# T cell HTS: T cell immune modulators affecting CD8 T cell-vesicle binding; 2C CD8+ T cell-vesicle binding, flow cytometry; stronger effect = lower value; calls only at 7 µM; 330,000 tested, 0.068% active; AID 2052;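 active = response, share of CD8 T cells binding vesicles, and their 90th percentile fluorescence all below set limits, cut at about 80% in these data, passing the limit was not always enough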
#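 System: murine 2C transgenic CD8+ T lymphocytes; also added: QL9-loaded Drosophila micro-vesicles; times: binding 1.5 h at 37 °C; measured by: flow cytometry, PE anti-B7-1 (FL2) versus Alexa647 anti-CD8 (FL8), PFA-fixed; control set: Peptide-free naked vesicles (low) and QL9 vesicles with 0.7% DMSO vehicle (high)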
# KOR beta-arrestin-2: KOR antagonists, beta-arrestin recruitment, cell-based, luminescence, uHTS (AID 1778). KOR beta-arrestin recruitment, luminescence, antagonist mode; higher % means a stronger effect. inhibition, % at 10 µM, or IC50 in µM where a hit was titrated. 290,000 tested, 0.091% active; note: strong numbers were not always called active
# Myeloid diff 2: myeloid differentiation induction | ER-HoxA9 myeloid progenitors, lysozyme-GFP differentiation, flow cytometry | calls only at 10 µM | 360,000 tested, 1% active | AID 624256;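 active = normalized GFP-positive differentiation at or above the plate's own cutoff, the solvent-only control mean plus 3 SD; inconclusive = no clear call, values can overlap the other calls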;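 note: cells exposed to compound for four days before flow analysis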
# T cell HTS vesicle-bound %: also measured in T cell HTS; calls as there; double positive events, %; measured here: CD8+ vesicle-bound cell fraction;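 binding gate set so that unloaded-vesicle control wells show 10% double positive cells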
# NTR1 ag cell count 20 µM: further read-out of NTR1 ag, marked with its call; cell count; measured here: cell count, cytotoxicity flag
# Myeloid diff 2 GFP+ MAC1+ %: further read-out of Myeloid diff 2, marked with its call; GFP+ MAC1+ double positive, %; measured here: differentiation confirmed by MAC1 staining
# * marks the source's active call; other numbers are inactive results; i = inactive; ? = inconclusive; nt = no result given; [ ] = another dose, or the depositor's remark. Cut-off read from the data, not from the text of the source, unless noted: active = inhibition above about 50%; inactive = the rest. This is a subset; rates above refer to the full screens.
SMILES,NOD1 NF-kB reporter,KOR beta-arrestin-1,HEK293 NOD2/NF-kB,GPR55 LPI antagonism,NTR1 ag,NTR1 ag cell count 20 µM,GPR55 beta-arrestin,T cell HTS,T cell HTS vesicle-bound %,KOR beta-arrestin-2,Myeloid diff 2,Myeloid diff 2 GFP+ MAC1+ %
CCc1ccc2oc(=O)cc(CN3CCC(C)CC3)c2c1,-34.0%,8.2%,6.1%,-3.6%,3.8,76,0.1%,i,10.7,-2.3%,i,0.6
COc1ccc(CN2CCNC(=O)C2CC(=O)N(C)Cc2nccn2C)cc1OC (stereo unspecified),-18.3%,-4.1%,16.2%,0.8%,-0.3,56,-0.3%,i,43.1,6.7%,i,0.3
O=C(CCc1ccccc1Cl)NC1CCCN(c2ccc(C(F)(F)F)cn2)C1 (stereo unspecified),1.1%,6.8%,19.2%,5.0%,0.7,42,-0.2%,i,27.1,-33.5%,?,nt
CN1CCCC(OC(=O)c2ccc(C(C)(C)C)cc2)C1 (stereo unspecified),-29.8%,6.5%,-18.3%,-8.6%,0.5,57,-0.1%,i,59.8,-10.3%[20 µM],i,1.1
N#Cc1c(N)nc(SCc2ccncc2)c(C#N)c1-c1cccs1,61.6%,10.4%,12.1%,-2.3%,19.3,67,-0.1%,i,7.7,-67.3%,i,10.0
COc1ccc(C2c3ccc4ccccc4c3Oc3ncn(CCO)c(=N)c32)cc1 (stereo unspecified),-2.4%,-2.1%,-9.3%,12.2%,37.7,83,0.0%,i,26.7,-60.8%,i,0.5
C/C(=N/NC(=O)c1ccc2c(c1)OCO2)c1ccc(Br)s1,-19.4%,1.8%,-4.0%,-2.0%,-1.4,59,-0.4%,i,51.1,-3.1%,i,0.2
CCCSc1nc2sc3c(c2c(=O)[nH]1)CCN(Cc1ccccc1)C3,9.5%,-1.9%,14.1%,-4.0%,0.5,59,-0.4%,i,27.0,10.9%,i,0.1
CN(C)c1ccc(NC(=O)COC(=O)c2cc(Cl)ccc2[N+](=O)[O-])cc1,-17.2%,0.5%,8.2%,15.5%,8.1,50,0.3%,i,44.8,-10.7%,i,0.1
O=C(NCCO)c1cc(-c2cc(C(=O)NCCO)c3ccccc3n2)nc2ccccc12,-17.8%,1.4%,-2.2%,0.3%,-1.6,56,0.4%,i,21.8,-18.5%,i,0.9
O=C(Cc1cccc(C(F)(F)F)c1)N1CCCC1,-31.1%,-4.1%,-25.2%,-13.1%,0.1,44,nt,i,19.4,-10.5%,i,1.6
COc1ccc(C(CCNCc2ccc(F)cc2)c2ccc(F)cc2)cc1 (stereo unspecified),-9.9%,6.1%,0.3%,45.1%,17.9,52,0.3%,i,40.1,-65.9%,i,1.4
C/C(CC(=O)NCc1ccc(Cl)cc1)=N\NC(=O)COc1ccc(C)cc1Br,13.5%,-1.1%,-12.7%,1.5%,0.7,34,-0.2%,i,50.6,-63.7%,?,nt
COc1ccccc1NC(=O)Nc1cccc(C)n1,-50.6%,-4.2%,-13.3%,1.5%,1.2,65,-0.2%,i,57.1,-32.9%[20 µM],i,0.7
CC(=O)c1ccc(NC(=O)C2CCCN2S(=O)(=O)c2ccc(C)cc2)cc1 (stereo unspecified),nt,-3.0%,11.3%,5.8%,0.4,74,0.5%,i,44.5,-13.9%,i,5.7
COC(=O)c1ccc(N2C(=O)c3cc(N4CCOCC4)c([N+](=O)[O-])cc3C2=O)cc1,-31.2%,24.3%,4.6%,-2.8%,-0.7,65,0.2%,i,16.7,-1.4%,i,0.9
COc1ccc(C(=O)N2CCCC(CO)(Cc3ccccc3C)C2)o1 (stereo unspecified),-22.0%,3.9%,-0.1%,4.1%,3.7,59,-0.2%,i,61.4,1.5%,i,0.7
Cn1cccc1/C=N\NC(=O)Cc1ccc(Br)c2ccccc12,35.6%,2.3%,20.3%,0.0%,8.0,88,-0.5%,i,43.5,14.1%,i,0.7
CCc1nc2ccccc2n(CCOCCOCCn2c(=O)c(CC)nc3ccccc32)c1=O,-17.7%,-0.2%,5.7%,-8.5%,2.7,49,-0.2%,i,43.1,4.1%,i,1.0
COc1ccccc1NC(=O)Oc1ccc(NC(=O)c2ccco2)cc1,-24.3%,6.0%,7.0%,3.6%,0.1,81,-0.1%,i,23.2,6.7%,i,0.5
CCN(CC)CCCNC(=S)N(Cc1cccnc1)Cc1cc2cc(C)cc(C)c2[nH]c1=O,-53.1%,nt,12.3%,15.2%,-0.5,74,-0.1%,i,25.2,-37.4%[20 µM],i,0.3
CCOc1ccc(C(=O)Nc2ccc(C(=O)N3CCOCC3)cc2)c(OCC)c1,-6.9%,-1.8%,16.5%,14.1%,1.2,55,-0.2%,i,12.5,8.7%,i,1.2
O=C(Cn1cc2c(n1)CCCC2)Nc1cc(-c2cccc(Cl)c2)no1,-23.4%,-2.2%,-24.1%,-4.8%,-0.8,47,0.3%,i,58.2,-7.4%,i,2.1
CCCn1c2c(c(O)c(C(=O)Nc3ccccc3)c1=O)CCCC2,-9.9%,4.7%,17.1%,-4.3%,9.0,29,1.6%,i,25.4,-26.3%,i,0.9
Cc1nn(C)cc1C(C(=O)NC1CCCCC1)N(C(=O)Cn1nnc2ccccc21)c1ccc(F)cc1 (stereo unspecified),10.9%,7.0%,2.4%,4.9%,-0.8,49,-0.1%,i,31.4,8.7%,i,1.5
CC1CCC2C(=O)N(c3ccc(C(=O)NCc4ccccc4)cc3)C(=O)C2C1 (stereo unspecified),-30.6%,2.3%,21.4%,-2.9%,0.6,50,-0.4%,i,26.2,nt,i,0.8
COc1cc2c(cc1OC)CN(Cc1ccc(OC)c(C)c1OC)CC2,-33.9%,-2.5%,-11.7%,10.2%,-0.1,68,-0.1%,i,43.3,0.0%,i,1.1
Cc1nc(CCN2C(=O)c3ccccc3C2=O)n[nH]1,-18.1%,-0.1%,16.3%,6.4%,-1.1,90,-0.2%,i,14.6,-31.0%,i,2.6
Cc1cc(NC(=O)c2ccccc2Cl)no1,1.6%,4.5%,-43.3%,15.3%,0.0,40,-0.1%,i,35.5,-17.5%,nt,nt
O=C(COC(=O)c1cc([N+](=O)[O-])ccc1NCc1ccccc1Cl)NCC(F)(F)F,4.2%,29.3%,-5.2%,-8.6%,20.5,79,-0.2%,i,18.1,8.0%,i,0.5
Cc1ncc(C[n+]2csc(CCOC(=O)C34CC5CC(CC(C5)C3)C4)c2C)c(N)n1,-13.0%,nt,0.6%,5.6%,0.5,54,-0.1%,i,35.7,-42.8%[20 µM],i,0.3
CCOC(=O)CN(c1cc([N+](=O)[O-])ccc1OC)S(C)(=O)=O,3.1%,2.4%,-5.2%,-1.3%,2.7,50,-0.1%,i,57.4,-13.1%,i,0.4
O=C(Nc1ccccc1Cl)C1CCN(S(=O)(=O)c2cccc3nonc23)CC1,29.8%,7.1%,-211.5%,1.9%,-1.3,50,-0.1%,i,20.2,-20.0%,i,8.7
O=C(N/N=C\c1cn[nH]c1-c1ccc(Cl)cc1)c1cccs1,-7.7%,-2.8%,0.0%,12.8%,-0.1,48,-0.3%,i,39.6,15.1%,i,1.7
Cc1ccc(SCCC(=O)N2CCC(C(N)=O)CC2)cc1,1.6%,-3.2%,-3.7%,-6.2%,0.0,51,-0.2%,i,35.9,-34.9%,i,0.6
CCc1cccc(NC(=O)C2CCCN(c3ncnc4c3nc3n4CCCCC3)C2)c1 (stereo unspecified),1.1%,1.7%,28.2%,-8.2%,6.2,57,-0.1%,i,10.5,-17.5%,i,3.4
CC(C)(C)C(=O)N1CCN(c2nc3ccccc3o2)CC1,-30.1%,-0.3%,-1.0%,-0.9%,-1.8,61,-0.5%,i,62.7,-2.8%,i,0.2
O=S(=O)(c1cccs1)N1CCCc2ccccc21,-12.9%,-0.6%,0.4%,25.3%,-0.4,82,0.4%,i,29.1,-6.6%,i,0.2
COc1cccc(C(=O)c2c(C)c(CCC#N)n3ccccc23)c1,-30.5%,-1.1%,-1.6%,8.8%,2.2,67,-0.1%,i,14.3,-12.5%[20 µM],i,0.1
CCn1nc(C(=O)OCC(=O)N2CC(=O)Nc3ccccc32)c2ccccc2c1=O,-29.7%,5.5%,2.4%,0.4%,-1.5,31,-0.3%,i,63.9,-50.3%,i,0.2
O=C(CC(=O)N/N=C\c1ccc([N+](=O)[O-])cc1)NCCc1ccccc1,-15.4%,-5.6%,6.5%,11.3%,1.2,54,0.6%,i,46.4,4.0%[20 µM],i,0.3
CN(C)c1ccc(P(=O)(OC2CCCCC2)C(O)c2cccnc2)cc1 (stereo unspecified),10.7%,-3.1%,17.3%,-2.1%,2.9,70,-0.2%,i,22.0,10.8%,i,0.1
O=C(Nc1cccnc1Cl)c1cc(-c2ccc(F)cc2)on1,-38.7%,-0.9%,6.0%,-9.9%,2.7,46,0.3%,i,11.3,-29.6%,i,0.5
Cc1nn(-c2ccccc2)c2sc(C(=O)n3cccn3)cc12,4.3%,-6.5%,21.4%,-3.3%,8.0,59,-0.3%,i,18.8,27.2%,i,0.6
CCOc1ccc(Nc2nc(N(C)c3ccccc3)nc(N)c2[N+](=O)[O-])cc1,-9.2%,-0.9%,17.5%,1.0%,6.0,91,0.0%,i,48.8,-14.4%,i,0.4
O=c1oc(-c2ccc(Cl)c(Cl)c2)nn1-c1ccc(C(F)(F)F)cn1,-9.0%,0.3%,19.8%,8.0%,-0.3,53,1.0%,i,30.0,31.8%,i,0.5
Cc1cccc(NC(=O)CCCC(=O)OC(C)C(=O)c2ccccc2)c1 (stereo unspecified),3.7%,-2.0%,5.7%,-10.2%,-1.4,54,-0.2%,i,31.5,-14.0%,i,5.2
CCCCCCNC(=O)c1c(O)c2cccc3c2n(c1=O)CCC3,28.2%,-2.7%,15.2%,-5.9%,3.9,37,-0.2%,i,48.8,-2.3%,i,1.0

# Screening data: PubChem, several laboratories
